# Screens: PubChem BioAssay, several laboratories
# ROMK mod – ROMK potassium channel modulators, primary screen, cell-based, thallium flux, MLSMR library; ATP-sensitive inward rectifier potassium channel 1 (Homo sapiens), P48048; Tet-inducible ROMK, thallium flux fluorescence; actives lie on both sides; B-score at 10 µM; 130,000 tested, 2% active;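 active means signal ratio slope over the read window, or its plate-corrected B-score, at least 3 SD from the plate mean, either direction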;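 further: B-score of the F/F0 ratio slope over 7 to 12 s after thallium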
# TR-FRET SRC-2 ct – TR-FRET signal artefacts, primary screen, artefact control for PPARgamma SRC-2 agonist project, biochemical | TR-FRET artefact counter-screen; stronger effect = higher value | TR-FRET ratio at 8 µM | 200,000 tested, 0.4% active; in the data active means TR-FRET ratio above about 2000; further: inactives centre near 1500
# STAT3 activator – IL-6 driven STAT3 reporter potentiators, primary screen, U3A cells, luciferase, luminescence, MLSCN library | IL-6 STAT3-luciferase reporter; 100% = signal with IL-6 EC80 alone | 190,000 tested, 0.91% active | activation (% of control), % at 5.6 µM;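 active means activation above the screen-wide mean of compound activation plus 3 SD, cut at about 130% in these data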;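 further: 0% = background luminescence of wells with medium and substrate only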
#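 Material: STAT1-lacking human U3A cells, STAT3 luciferase reporter | Benchmarks: IL-6-only wells as 100% reference | Probe or stimulus: IL-6 (33 ng/mL) | Timing: Compound 1 h, then IL-6 6 h at 37 °C | Detection: Luminescence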
# STAT1 blocker – STAT1 signaling inhibitors, primary screen, cell-based, HTS, luciferase reporter; NIH 3T3 STAT1-luciferase reporter, IFN-gamma, luminescence; inhibition, % at 5.5 µM; 200,000 tested, 0.35% active; AID 920, 2007;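 active means inhibition above a set limit, the mean inhibition across all tested compounds plus 3 SD, cut at about 34% in these data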;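 further: 0% = IFN-gamma with DMSO and 100% = IFN-gamma with 300 µM nifuroxazide; values of inactives mirror those of a sister screen read the other way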
# RAM inhibit – inhibitors of the yeast RAM network, primary screen, dse1pr::URA3 reporter, 5-FOA selection | S. cerevisiae dse1pr::URA3 reporter, 5-FOA growth OD615, 2 d; analog-sensitive cbk1-as2 kinase mutant strain | inhibition, % at 50 µM | 190,000 tested, 1.8% active;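 active means inhibition above a set limit, 3 SD over mean compound inhibition, cut at about 8.4% in these data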;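 further: 0% = DMSO-only wells with no growth and 100% = 10 µM 1-NA-PP1 full growth; inhibition rescues growth on 5-FOA so higher OD means more RAM inhibition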
# PPARg SRC-2 ag – agonists of PPARg-SRC-2 recruitment, primary screen, biochemical, HTS | Peroxisome proliferator-activated receptor gamma (Homo sapiens), P37231 | PPARgamma LBD-SRC-2 recruitment | activation, % at 8 µM | 200,000 tested, 0.34% active | AID 1032, 2008; in the data active means activation above about 22%;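 further: 0% = vehicle and 100% = reference agonist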
# Target sequence (P37231 whole entry, looked up, the tested form may be a part): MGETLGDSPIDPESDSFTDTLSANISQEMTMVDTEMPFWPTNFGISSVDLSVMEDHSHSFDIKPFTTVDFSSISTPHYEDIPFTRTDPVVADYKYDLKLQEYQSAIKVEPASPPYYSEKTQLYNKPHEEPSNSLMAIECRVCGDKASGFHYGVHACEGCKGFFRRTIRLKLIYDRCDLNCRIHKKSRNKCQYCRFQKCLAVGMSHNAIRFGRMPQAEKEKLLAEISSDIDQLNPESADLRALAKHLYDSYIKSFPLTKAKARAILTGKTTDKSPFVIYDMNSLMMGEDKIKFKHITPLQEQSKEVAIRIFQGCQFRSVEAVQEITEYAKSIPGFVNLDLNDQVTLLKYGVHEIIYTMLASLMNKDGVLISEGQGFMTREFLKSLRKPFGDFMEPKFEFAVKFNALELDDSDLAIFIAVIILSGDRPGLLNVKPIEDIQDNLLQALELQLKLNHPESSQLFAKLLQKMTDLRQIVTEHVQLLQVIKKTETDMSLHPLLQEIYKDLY
# PPARg SRC-1 ag – PPARgamma agonists recruiting SRC-1 coactivator, primary screen, biochemical | AID 631, 2007 | 200,000 tested, 0.41% active | activation, % at 8 µM | PPARgamma-SRC-1 coactivator recruitment biochemical assay | Peroxisome proliferator-activated receptor gamma (Homo sapiens), P37231; in the data active means activation above about 19%;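 further: 0% = DMSO and 100% = reference agonist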
# S1P3 antag – S1P3 receptor antagonists, primary screen, cell-based; CHO S1P3 NFAT-BLA reporter, FRET fluorescence, antagonist mode; inhibition, % at 4.98 µM; 170,000 tested, 0.27% active; AID 485, 2006;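 active means inhibition above the plate cutoff, the mean inhibition of test wells on that plate plus 3 SD, cut at about 28% in these data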;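 further: cells challenged with S1P at its EC80 of 0.8 µM; blue over green emission ratio from cleaved BLA substrate after 4 h stimulation; 0% = S1P-stimulated wells and 100% = unstimulated DMSO-only wells; some compounds past the cut are filed as inactive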
# Target sequence (Q99500 whole entry, looked up): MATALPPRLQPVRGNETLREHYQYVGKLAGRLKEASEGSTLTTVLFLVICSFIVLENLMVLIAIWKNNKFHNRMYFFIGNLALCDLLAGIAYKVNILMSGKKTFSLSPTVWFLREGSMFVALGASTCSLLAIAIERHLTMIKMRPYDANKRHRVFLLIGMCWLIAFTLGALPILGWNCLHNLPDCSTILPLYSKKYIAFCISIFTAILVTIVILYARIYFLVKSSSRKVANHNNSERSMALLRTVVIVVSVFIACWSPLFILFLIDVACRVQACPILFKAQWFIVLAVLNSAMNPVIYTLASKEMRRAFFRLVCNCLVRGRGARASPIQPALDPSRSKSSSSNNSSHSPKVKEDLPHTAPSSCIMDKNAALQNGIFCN
# PPARg SRC-3 ag – PPARgamma agonists recruiting SRC-3 coactivator, primary screen, biochemical | biochemical PPARgamma/SRC-3 coactivator recruitment assay | AID 731, 2007 | Peroxisome proliferator-activated receptor gamma (Homo sapiens), P37231 | activation, % at 8 µM | 200,000 tested, 0.26% active; in the data active means activation above about 23%;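 further: 0% = DMSO and 100% = reference agonist; some compounds past the cut are filed as inactive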
# TLR4-MyD88 BLA – inhibitors of TLR4-MyD88 association in cells, primary screen, cell-based, HeLa CL3-4, BLA complementation, FRET ratio; HeLa CL3-4 TLR4/MyD88 BLA complementation; inhibition, % at 8.4 µM; 200,000 tested, 0.18% active; AID 861, 2007; in the data active means inhibition above about 25%;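 further: 0% = vehicle and 100% = reference inhibitor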
# STAT3 inh – IL-6 driven STAT3 reporter inhibitors, primary screen, U3A cells, luciferase, luminescence, MLSCN library. inhibition, % at 5.5 µM. AID 862, 2007. IL-6 STAT3-luciferase reporter; host cell line lacks STAT1. 190,000 tested, 0.89% active;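 active means inhibition above the mean inhibition across all screened compounds plus 3 SD, cut at about 44% in these data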;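 further: 0% = DMSO only wells and 100% = 100 µM nifuroxazide control wells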
# An asterisk follows results filed as active; / = not tested or not shown.
SMILES,ROMK mod,TR-FRET SRC-2 ct,STAT3 activator,STAT1 blocker,RAM inhibit,PPARg SRC-2 ag,PPARg SRC-1 ag,S1P3 antag,PPARg SRC-3 ag,TLR4-MyD88 BLA,STAT3 inh
COC(=O)CNC(=O)CCc1nnc(C2(c3ccc(Cl)cc3)CCC2)o1,-0.202,1591,104.2,-25.5,0.4,2.4,4.8,1.4,-1.6,8.0,-1.4
COC(=O)CN1CC(=O)N(c2ccccc2)C1=S,0.284,1499,104.7,-3.5,1.1,1.1,9.2,-10.2,1.5,11.5,2.5
Cc1ccc(-n2c(Cc3cccn3C)nnc2SCC(=O)Nc2nnc(C)s2)cc1,/,1563,105.8,2.3,0.3,4.8,0.7,-27.5,2.2,-1.8,-1.1
C/C=C(\C)CN1CCN(c2cccc(C)c2C)CC1,/,1616,97.9,6.6,0.7,7.1,5.5,/,-0.3,-5.2,6.8
Cn1cc(C(c2ccccn2)c2cn(C)c3ccccc23)c2ccccc21,/,1466,113.2,-6.3,0.9,1.1,-4.6,/,-0.6,3.7,-14.4
Cc1cc(=O)[nH]c(SCC(=O)NC(c2ccccc2)c2ccccc2)n1,1.76,1718,97.4,-1.6,3.0,5.9,-1.6,-15.8,2.9,5.3,7.8
O=C(Nc1cccc2ncccc12)c1ccc(F)cc1,0.292,1726,94.6,11.4,0.5,9.2,9.5,-15.1,3.9,-12.2,6.6
CCNc1nc(NCC)nc(C(=O)Nc2ccccc2)n1,/,1616,99.2,-2.6,0.0,3.0,0.9,/,1.7,-4.5,5.4
CCC(C)N(C(=O)Cn1nnc2ccccc21)C(C(=O)NCc1ccco1)c1cccc(OC)c1 (stereo unspecified),/,1480,109.5,0.6,0.1,0.5,3.1,16.7,-6.0,8.0,-4.5
CCCCCN(C(=O)NC(=O)Nc1cccc(C)c1C)S(C)(=O)=O,-0.114,1683,101.7,-0.8,1.0,2.6,8.7,-0.5,-2.5,-4.3,-0.5
O=C(CSc1n[nH]c(-c2ccco2)n1)Nc1sc2c(c1C(=O)Nc1ccccc1)CCCC2,-0.671,1725,102.3,1.2,5.5,-1.8,-2.0,18.6,9.0,-4.7,0.5
CC(=O)Nc1ccc(C(=O)OCC(=O)Nc2ccc([N+](=O)[O-])cc2C(F)(F)F)cc1,-0.329,1530,102.3,3.0,-0.1,3.0,6.3,-2.2,6.8,-5.9,-0.3
CC(C)N(Cc1nc(-c2ccccc2)no1)S(=O)(=O)c1ccccc1,/,1556,97.9,-5.9,5.1,-2.3,1.6,-7.7,0.5,3.2,11.2
CCC(C(=O)NNC(=O)c1cnccn1)c1ccccc1 (stereo unspecified),0.606,1386,108.5,3.4,-0.7,-12.5,-3.3,4.8,-6.3,-7.6,-7.2
C=CCc1c(C)nc(C)nc1N/N=C/c1ccc([N+](=O)[O-])cc1,-0.288,1355,93.9,1.1,0.7,-1.2,-2.9,/,-2.1,12.0,8.4
O=c1cc(Nc2ccc3c(c2)OCCO3)[nH]c(=O)n1-c1ccc(Cl)cc1,/,1498,104.6,-0.2,2.8,-0.4,1.0,-24.9,3.6,-6.7,-6.6
Nc1sc2c(c1C(=O)NC1CCS(=O)(=O)C1)CCCC2 (stereo unspecified),/,1545,101.2,-0.4,1.1,5.0,-7.0,-13.2,4.2,3.5,7.5
CCCN1CC=C2C(C#N)=C(N)C(C#N)(C#N)C(c3cc(OC)ccc3OC)C2C1 (stereo unspecified),-1.85,1613,98.7,2.4,-0.3,1.0,-2.7,8.3,6.7,-0.9,8.0
CC(C)(C)[C@H]1C=C(C(=O)NC2CC2)O[C@@H](OCc2ccc(CO)cc2)C1,/,1318,/,25.2,0.6,-7.2,-2.4,-2.7,-1.2,-18.4,/
Cc1ccc(CN2C(=O)CCC2C(=O)NCCCN2CCOCC2)cc1 (stereo unspecified),0.0175,1699,94.5,-2.0,2.4,4.9,5.2,-15.8,8.7,-4.6,13.9
CCOc1ccccc1N1CC(C(=O)Nc2ccccc2N2CCOCC2)CC1=O (stereo unspecified),/,1530,107.4,-1.8,-0.8,-6.4,1.1,-11.7,4.3,0.8,-2.8
Cc1cc(C)nc(SCC(=O)N2CCC(C(N)=O)CC2)n1,/,1555,98.9,-5.7,-0.2,9.4,-2.0,1.0,-4.9,-5.8,4.4
CCC(=O)Oc1ccc(C(=O)Nc2ccc([N+](=O)[O-])cc2)cc1,0.558,1575,107.0,-38.5,0.8,9.2,17.2,-5.4,9.2,10.2,-0.1
CCCSc1nc2c(cnn2-c2ccc(F)cc2)c(=O)[nH]1,/,1410,99.0,-6.3,1.2,5.8,-6.3,-11.3,-1.7,-2.0,6.5
c1ccc(N/N=C(\Cc2nc3ccccc3[nH]2)c2ccccc2)cc1,/,1580,98.1,-17.1,0.1,2.1,2.0,16.8,4.4,-9.3,0.9
O=C(CN1CCOCC1)Nc1cc(Cl)ccc1Cl,/,1477,105.1,3.1,-0.9,0.6,-4.6,14.5,-4.0,-1.1,-2.7
Cc1cccc(-n2c(CNC(=O)c3ccc(S(=O)(=O)N4CCCC4)cc3)n[nH]c2=S)c1,1.05,1590,99.5,-2.3,1.0,6.2,1.5,/,-8.9,-10.9,0.8
COc1ccc(-n2ncc3c(NCC4CCCO4)ncnc32)cc1 (stereo unspecified),/,1468,94.5,-79.3,0.0,-1.0,-6.0,/,-6.3,9.5,10.2
COc1cccc(C(=O)COc2ccc3c(C)c(Cc4ccccc4)c(=O)oc3c2)c1,0.0395,1744,101.2,0.5,4.4,3.6,2.8,3.8,5.1,7.2,2.3
Cc1noc(C)c1CSc1nnnn1-c1ccc(Cl)cc1,-0.53,1440,91.8,3.8,7.1,2.0,3.8,-8.7,-11.5,2.6,18.2
NC(=O)N/N=C/c1cc(Br)ccc1OCC(=O)NCc1ccccc1,/,1488,106.0,-4.0,1.4,3.2,1.5,-37.8,3.0,-5.5,-4.4
CCn1c(SCC(=O)N2CCCCC2)nc2c(c1=O)SC(C)C2 (stereo unspecified),/,1553,102.5,-4.2,3.1,-5.0,7.1,/,-2.4,-9.5,5.7
Cc1cc(Br)cn2ccnc12,1.17*,1446,101.6,-2.8,-0.9,-0.9,-7.3,/,-13.1,10.4,3.0
C=CC[n+]1c(-c2ccc(C)cc2)csc1Nc1ccc(NC(C)=O)cc1,1.03,1455,49.9,32.7,0.9,1.5,-0.8,18.5,2.5,-3.2,62.7*
COc1ccc(OCCNC(=O)/C=C/c2ccc([N+](=O)[O-])cc2)cc1,-0.0775,1641,102.0,-0.6,-0.1,3.1,0.7,3.9,-2.1,-8.2,-5.0
CC(C)C[C@H](NC(=O)OC(C)(C)C)c1nnc(SCc2cccc(F)c2)o1,/,1571,107.8,18.3,3.4,0.4,14.7,-2.8,6.3,-7.3,-3.9
COC(=O)c1sc2nc(-c3ccccc3)c3c(c2c1N)CCCC3,/,1503,103.3,-5.4,1.3,-1.7,5.8,/,-1.0,-9.7,6.3
COc1ccc(N2CC(NC(=O)N(C)CCC#N)CC2=O)cc1 (stereo unspecified),-0.251,1668,105.2,0.6,1.9,-2.0,-5.2,-9.0,4.8,-7.9,1.8
CCn1c(COc2ccc(=O)n(-c3ccccc3)n2)nnc1SCc1ccc(C)cc1,/,1646,100.6,13.0,0.4,6.0,1.9,/,-7.2,-8.8,9.5
Cn1c(SCc2n[nH]c(=S)n2-c2ccccc2)nnc1-c1ccccc1,0.38,1512,100.0,-7.9,0.1,3.5,0.4,-1.8,4.0,-18.1,0.2
CC(C)N1CCC(N2CCN(Cc3ccc(-c4ccc(Cl)cc4)o3)CC2CCO)CC1 (stereo unspecified),-3.67*,1417,111.8,-24.9,0.5,-11.4,11.2,-20.6,-4.9,5.7,-8.9
Nc1oc2ccccc2c(=O)c1C=O,0.702,1409,103.5,-12.2,-0.1,-1.9,-7.0,7.1,2.0,-2.2,-5.9
CCOc1nc(C)cc(C)c1S(=O)(=O)c1ccc(Cl)cc1,0.41,1508,105.5,3.8,8.7*,-3.2,3.5,-12.8,-2.1,2.2,-4.2
COC(=O)c1cccnc1NC(=S)NC(C)C,0.0327,1492,102.6,-1.9,-0.5,-5.4,5.1,-14.1,-1.3,-0.5,8.6
C/C(Cn1nc([N+](=O)[O-])cc1C)=N\NC(=O)COc1ccc(Cl)cc1Cl,/,1487,94.7,-4.0,-0.5,-0.1,4.3,11.6,1.9,2.7,5.6
CC(=O)c1c(C)[nH]c(C(=O)N2CCc3ccccc32)c1C,0.217,1476,113.2,0.0,1.3,-5.9,-0.7,-27.4,-3.2,10.3,-10.4
CCOC(=O)Cn1c(=O)oc2cc(S(=O)(=O)N3CCCc4ccccc43)ccc21,/,1606,103.1,2.7,4.9,12.3,1.2,-0.5,1.9,-4.2,5.3
CCCn1c(SCC(=O)Nc2c(C)cccc2C)nnc1C(C)C,/,1442,101.8,10.1,-0.8,-0.9,3.7,-14.9,0.1,17.0,2.9
COC(=O)c1ccc(Oc2nc(NC(C)(C)C)nc(N3CCOCC3)n2)cc1,0.295,1461,98.0,-0.2,1.2,6.6,-4.4,-6.4,-2.2,-8.7,10.5
COc1cc(OC)cc(C(=O)NNC(=O)CCc2ccccc2)c1,0.788,1409,99.3,1.4,1.6,8.4,4.7,3.9,0.3,9.9,3.2
O=S(=O)(NCCOC12CC3CC(CC(C3)C1)C2)c1cccc2nsnc12,/,1460,90.8,5.3,0.7,-5.3,1.6,-3.5,8.1,-2.1,13.8

# Three of the entries above in order of the ROMK mod value, falling.
Structure,ROMK mod,STAT3 activator,STAT1 blocker,RAM inhibit,S1P3 antag,TLR4-MyD88 BLA
COc1cc(OC)cc(C(=O)NNC(=O)CCc2ccccc2)c1,0.788,99.3,1.4,1.6,3.9,9.9
CC(=O)c1c(C)[nH]c(C(=O)N2CCc3ccccc32)c1C,0.217,113.2,0.0,1.3,-27.4,10.3
CC(C)N1CCC(N2CCN(Cc3ccc(-c4ccc(Cl)cc4)o3)CC2CCO)CC1 (stereo unspecified),-3.67*,111.8,-24.9,0.5,-20.6,5.7

# Limited to PPARg SRC-2 ag, S1P3 antag and STAT1 blocker, for some of the entries so far:
canonical_smiles	PPARg SRC-2 ag	S1P3 antag	STAT1 blocker
COC(=O)c1ccc(Oc2nc(NC(C)(C)C)nc(N3CCOCC3)n2)cc1	6.6	-6.4	-0.2
C/C(Cn1nc([N+](=O)[O-])cc1C)=N\NC(=O)COc1ccc(Cl)cc1Cl	-0.1	11.6	-4.0
Nc1oc2ccccc2c(=O)c1C=O	-1.9	7.1	-12.2
